From PubChem
QS inhibitor = S. aureus quorum sensing inhibition; S. aureus RN6390 RNAIII-GFP reporter, AIP-induced, flow cytometry 3 h; inhibition, % at 2 µM; actives 0.3% (n = 24,000);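 active = share of bacteria positive for the green fluorescent reporter and its mean brightness both inhibited by 50% or more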;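 note: 0% = AIP-stimulated control and 100% = unstimulated bacteria without AIP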
QS inhibitor GFP MFI % = also measured in QS inhibitor; calls as there; inhibition, %; measured here: inhibition of GFP MFI
* marks the source's active call; other numbers are inactive results; & = joins results of further samples. These rows are one share of the data; count on the stated rates, not on these rows.

SMILES	QS inhibitor	QS inhibitor GFP MFI %
CC[C@@H]1C(=O)OC[C@@H]1Cc1cncn1C	0&0	-2&4
